# Compound activity deposited in PubChem by National Center for Advancing Translational Sciences (NCATS).
# RGS4 inh = human RGS4 inhibition. Transcreener GDP fluorescence polarization, RGS4-accelerated GTP hydrolysis. AID 504845. P49798. 390,000 tested, 0.039% active. Potency, µM (doses to about 114 µM), inactives show top-dose activity change, negative = inhibition, usual class: inhibitors; note: potency is the fitted concentration of half-maximal effect; % is set by controls: 0 for no effect and ±100 for the full control effect; nearly all actives have a fitted effect of over 75% in size; some results filed as inactive show a strong effect at the top dose
#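 MLSMR compounds (23 nl, pin-transferred) preincubated 10 min at room temperature with a 500nM (2x) first reagent, then RGS4 at 900nM (2x) plus Transcreener GDP mix added; fluorescence polarization (620/688 nm) read before and after 90 min at 30 °C.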
# D2 antag = antagonists of human D2 dopamine receptor; P14416; HEK293 TREx D2 cells, calcium flux, dopamine EC80; inhibition, % at 10 µM; 340,000 tested, 2% active; in the data active = inhibition above about 30%; note: 0% is about no effect
#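 Cells plated overnight at 30 C with tetracycline; no-wash calcium dye, 30–90 min RT; 10 s baseline; compound pinned; 180 s read; EC80 dopamine added; another 180 s read.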
# D2 ag = agonists of human D2 dopamine receptor; P14416; 340,000 tested, 0.53% active; HEK293 T-REx D2 cells, calcium flux agonist mode; activation, % at 2 µM; AID 485358;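 active = activation over 3 SD above normal in the single-dose calcium agonist read, cut at about 30% in these data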; note: 0% is about no effect
#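 Agonism scored from kinetic calcium signal (1 read/sec, 180 s) following compound pin transfer, after a 10 s baseline. Cells: HEK293 Trex line expressing inducible D2 receptor coupled to calcium, dye-loaded after overnight culture at 30 C.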
# LDHA block = LDHA (human) enzyme inhibition; P00338; purified LDHA, NADH/diaphorase-resazurin fluorescence; hits give low values; activity change, % (values are at about 110 or 230 µM); 480,000 tested, 0.15% active; AID 1347041; in the data active = activity change below about -30%; inconclusive = mostly about -25% to -30%;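 note: plate controls were DMSO wells for no effect and wells without enzyme for full effect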
#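 LDH5 2 nM; NADH 0.06 mM, pyruvate 0.2 mM; 200 mM Tris pH 7.4, EDTA, Tween-20; 5 min RT. Detection: diaphorase 0.133 mg/mL + resazurin 37 µM, fluorescence ex540/em590 at 0 and 20 min; normalized to enzyme-free and DMSO wells.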
# ALOX12 inh = blocks human arachidonate 12S-lipoxygenase; P18054; AID 1671190; 580,000 tested, 1.1% active; Potency, µM (titrated, usually from 108 µM), inactives show top-dose activity change, negative = inhibition, usual class: inhibitors; purified 12hLO, xylenol orange hydroperoxide absorbance; note: potency is the fitted concentration of half-maximal effect; % is set by controls: 0 for no effect and ±100 for the full control effect
# Target sequence (P18054 whole entry, looked up): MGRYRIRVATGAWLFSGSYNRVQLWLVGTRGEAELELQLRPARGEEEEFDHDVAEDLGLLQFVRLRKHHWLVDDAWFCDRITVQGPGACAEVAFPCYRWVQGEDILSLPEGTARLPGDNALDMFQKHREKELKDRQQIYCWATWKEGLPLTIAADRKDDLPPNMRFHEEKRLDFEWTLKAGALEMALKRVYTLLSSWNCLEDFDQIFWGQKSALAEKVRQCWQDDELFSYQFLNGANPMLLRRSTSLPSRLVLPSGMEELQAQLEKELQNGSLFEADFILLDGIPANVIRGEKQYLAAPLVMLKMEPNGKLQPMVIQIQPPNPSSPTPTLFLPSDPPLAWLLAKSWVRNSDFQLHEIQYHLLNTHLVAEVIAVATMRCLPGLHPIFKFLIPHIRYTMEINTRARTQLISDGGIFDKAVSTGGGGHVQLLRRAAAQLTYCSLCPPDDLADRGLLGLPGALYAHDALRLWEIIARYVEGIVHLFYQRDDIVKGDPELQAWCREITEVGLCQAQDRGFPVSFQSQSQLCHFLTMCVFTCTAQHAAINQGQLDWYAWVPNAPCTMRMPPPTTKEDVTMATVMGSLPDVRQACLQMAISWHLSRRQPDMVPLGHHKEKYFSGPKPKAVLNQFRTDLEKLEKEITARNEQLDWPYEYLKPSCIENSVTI
#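 Purified human 12hLO (150 nM final) in 25 mM Hepes, 0.01% Triton X-100, pH 7.0 was preincubated 15 min at room temperature with compound. Then 40 uM arachidonic acid was added, 30 min. Hydroperoxide was read by Fe-XO absorbance ratio 573/405 nm.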
# Vif-APOBEC3G blk = blocks the Vif interaction with human APOBEC3G; HeLa A3G-eYFP + Vif (tagged APOBEC3G with the HIV-1 protein that degrades it), YFP fluorescence, overnight; 410,000 tested, 0.076% active; AID 602310; Potency, µM (titrated, usually from 46.1 µM), for the others: at the highest dose activity, negative = active, usual class: inhibitors;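 note: potency is the fitted concentration of half-maximal effect; % is set by controls: 0 for no effect and ±100 for the full control effect; nearly all actives have a fitted effect of over 60% in size; hits raise eYFP signal because A3G escapes Vif-driven loss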
# Target sequence (Q9HC16 whole entry, looked up): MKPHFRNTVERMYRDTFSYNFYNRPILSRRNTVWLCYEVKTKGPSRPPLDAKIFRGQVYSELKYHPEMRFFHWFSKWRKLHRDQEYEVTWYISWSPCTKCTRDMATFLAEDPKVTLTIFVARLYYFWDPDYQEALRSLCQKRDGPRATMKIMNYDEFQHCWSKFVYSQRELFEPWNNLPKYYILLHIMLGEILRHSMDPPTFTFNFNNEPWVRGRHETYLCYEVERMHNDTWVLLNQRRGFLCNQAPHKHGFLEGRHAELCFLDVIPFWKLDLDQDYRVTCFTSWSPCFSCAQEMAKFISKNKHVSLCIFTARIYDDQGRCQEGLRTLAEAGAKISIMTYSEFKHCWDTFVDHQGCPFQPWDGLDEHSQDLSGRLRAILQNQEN
#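 HeLa cells stably expressing Vif and C-terminally eYFP-tagged A3G, seeded overnight at 37 deg C, then exposed to compound by pintool overnight at 37 deg C. Rise in yellow fluorescence (Ex 488/Em 500-530, Acumen) marks blocked Vif-driven A3G degradation.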
# Vif-APOBEC3F blk = Vif-A3F binding inhibition; HeLa A3F-eYFP + Vif (tagged APOBEC3F with the HIV-1 protein that degrades it), YFP fluorescence increase; Potency, µM (highest dose often 46.1 µM), for the others: top-dose activity, negative = active; 390,000 tested, 0.2% active; note: potency is the fitted concentration of half-maximal effect; % of control where 0% means no effect; nearly all actives have a fitted effect of over 65% in size
#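 Fluorescence increase (Ex 488/Em 500-530) after overnight compound treatment at 37 deg C flags inhibition of Vif-driven A3F-eYFP loss in stable HeLa A3F-eYFP/Vif cells seeded overnight beforehand.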
# GRP78 ERSR act = ER stress response induction in glioma; U87-MG GRP78 promoter luciferase reporter, 16 h; Potency, µM, for inactives: top-dose activation, actives largely listed as activators; 420,000 tested, 0.02% active; AID 602332; note: potency is the fitted concentration of half-maximal effect; series mostly up to about 76 µM; % of control where 0% means no effect; nearly all actives have a fitted effect of over 35% in size
#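 Stably transfected U87-MG glioma cells carrying a GRP78-based luciferase sensor; 16 h compound incubation. Luminescence end-point read 10 min after Bright-Glo addition at room temperature.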
# ERG Ets-DNA blk = ERG Ets/DNA interaction inhibition | AID 624246 | fluorescence polarization, His-ERG Ets domain / labelled DNA | P11308 | 370,000 tested, 0.028% active | Potency, µM (top dose mostly 76.9 µM), without a hit: at the highest dose FP activity, negative = inhibition, usual class: inhibitors; active = well fitted inhibition curve with a large enough effect in the polarisation, with a control signal flat; inconclusive = small, poorly fitted or top-dose-only effect, or effect the other way, or a change in a side signal; inactive = no such curve, though single readings can be large or run the other way; the % refers to the polarisation;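 note: polarization taken with two DNA probes labelled with fluorescein and Texas red; potency is the fitted concentration of half-maximal effect; % of control where 0% means no effect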
#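 His-tagged ERG Ets domain (1 uM in the protein solution; 300mM KCl, 50mM Tris-HCl, 1mM EDTA, 1mM DTT, pH 7.5) received compound, then a probe mix of 5 nM fluorescein-DNA and 100nM Texas-615-DNA. Fluorescence polarization was read for both dyes.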
# Starred values were filed as active, the others as inactive; ? = inconclusive; / = not tested or not shown; [ ] = dose if it differs, or a comment. Unless noted, calls come from the whole dose curve; as a rule, active = well fitted curve in the direction sought with a large enough effect; inconclusive = small, poorly fitted or top-dose-only effect, or another doubt; inactive = no such curve, though single readings can be large; an effect the other way counts as inactive or inconclusive.
SMILES,RGS4 inh,D2 antag,D2 ag,LDHA block,ALOX12 inh,Vif-APOBEC3G blk,Vif-APOBEC3F blk,GRP78 ERSR act,ERG Ets-DNA blk
O=S(=O)(c1ccccc1F)N1CCN(CC(O)c2ccccc2)CC1 (centres undefined),7%,-22,0.4,-3,0%,2%,9%,-5%,-5%
Cc1cc(C)c(C(=O)COC(=O)C2CCN(c3ccc(C(F)(F)F)cn3)CC2)c(C)c1,-13%,-3,2.0,0,115%[activator],3%,-4%,1%,11%
COc1ccc(-c2noc(CN(C(=O)C(C)Oc3ccc(C)cc3)C(C)C)n2)cc1 (centres undefined),15%,/,-0.7,1,-2%,/,/,/,5%
Cc1no[n+]([O-])c1COc1ccc(/C=C(\C#N)C(N)=O)cc1,-13%[11.4 µM],14,2.9,-1,-10%,0%,-2%,-3%,-5%
COc1ccc(C(=O)CSc2nnc(CNc3ccc(C)cc3C)n2Cc2ccco2)cc1,-18%,-6,-0.5,-6,-11%,1%,1%,0%,3%
COc1ccccc1C(=O)Nc1ccc2nc(SCC(=O)N3CCCc4ccccc43)sc2c1,-5%,/,/,4,-17%,-2%,6%,-4%,1%
O=C1CCSC2(C(=O)N(Cc3ccccc3)c3ccccc32)N1c1ccccc1 (centres undefined),0%,/,/,-1,-20%,-7%,-4%,4%,-5%
Cc1cc(C)c2oc(C(=O)Nc3nc4ccc(Cl)cc4s3)cc(=O)c2c1,5%,/,1.4,-6,-8%,2%,3%,-4%,10%
COc1ccc(NC(=O)CNC(=O)Cn2cnc3sc4c(c3c2=O)CCCC4)cc1OC,14%,8,0.0,-8,2%,0%,4%,-1%,-2%
NC(=O)CS(=O)(=O)c1nc2ccccc2n1Cc1ccccn1,-16%,-5,-0.1,-5,-23%,-1%,7%,1%,10%
Cc1cc(OCC(=O)NCC(O)c2ccccc2)c2c(C)cc(=O)oc2c1 (centres undefined),5%[11.4 µM],11,0.1,-3,31%[activator],2%,1%,2%,16%
CCc1ccc(NC(=O)N2CCC(c3ccccc3)C2)cc1 (centres undefined),-4%,4,-1.3,0,3%,0%,0%,-3%,5%
O=C(NC1CCN(Cc2cccc([N+](=O)[O-])c2)CC1)c1ccccc1,8%,74*,-2.5,-6,16%,-9%,-3%,-3%,4%
Cc1cc2oc(=O)cc(Cn3ccnc3)c2cc1C,21%,-14,0.6,-12,-3%,-3%,-5%,-2%,-2%
COC(=O)c1ccccc1NC(=O)CSc1nnc2cc(C)c3cc(C)cc(C)c3n12,-3%,/,-1.6,-9,-14%,1%,3%,-2%,2%
COc1cc(OC)cc(-n2c(=O)c3ccccc3n(Cc3ccccc3C#N)c2=O)c1,24%,/,0.2,-5,?,5%,-5%,-2%,1%
CCc1ccccc1NC(=O)c1cnc2n(c1=O)CCS2,-5%,1,0.6,-4,-24%,-3%,5%,1%,-7%
Cc1ccc(C(=O)NCC(=O)OCCCOC(=O)CNC(=O)c2ccc(C)cc2)cc1,-12%,-9,-0.2,-4,2%,0%,-7%,-5%,-3%
Cc1cc(C)n2nc(C(=O)Nc3ccc(S(=O)(=O)N(C)C)cc3)nc2n1,14%[56.9 µM],-13,1.3,-5,16%,-1%,-10%,-3%,-9%
O=C(O)CC(NS(=O)(=O)c1c(F)cc(F)cc1Br)c1ccccc1Cl (centres undefined),13%,-9,0.5,-4,-16%,3%,-2%,-3%,1%
CC(NC(=O)c1ccc(C#N)cc1)C1CC2CCC1C2 (centres undefined),-14%,-18,-3.2,-3,-5%,6%,?,0%,2%
CC1=Nc2ccc3ccccc3c2C1(C)C,16%,-7,7.0,2,8%,8%,7%,-3%,-12%
COCCn1c(C)cc(/C=C(\C#N)C(=O)OC(C)C(=O)Nc2ccc(NC(C)=O)cc2)c1C (centres undefined),-12%,33*,0.0,-6,?,-23%,?,-4%,8%
CCOC(=O)C1CCCN(CCC(=O)Nc2ccccc2)C1 (centres undefined),-11%,-33,-0.1,-2,6%,0%,-3%,-3%,3%
O=C(COc1cccc(C(F)(F)F)c1)NCC(c1ccco1)N1CCCC1 (centres undefined),0%,/,/,2,-25%,4%,-6%,-3%,1%
CCOCCCNC(=O)c1cn(CC(C)C)c(=O)c2cc(OC)c(OC)cc12,0%,-10,0.0,-4,11%[57.4 µM],-3%,0%,-1%,4%
COc1cccc(N2CC(NC(=O)c3ccc(S(=O)(=O)N4CCCC4)cc3)CC2=O)c1 (centres undefined),1%,/,-3.4,-2,-12%,4%,1%,-2%,7%
COc1ccc(NC(=O)CSC2=C(C#N)C(c3ccco3)C3=C(CCCC3=O)N2)c(OC)c1 (centres undefined),0%,5,-0.3,-1,18µM*,-4%,-4%,-2%,1%
CC(C)(C(=O)c1ccccc1)/[N+]([O-])=C/c1ccccc1,-18%,/,/,-1,?,-1%,2%,-4%,-1%
Cc1ccccc1SC1CCN(C(=O)C2CCC(=O)N(C3CC3)C2)CC1 (centres undefined),-4%,-18,0.3,-1,4%,0%,1%,-1%,2%
COc1cccc(CNCc2ccc3c(c2)OCO3)c1,6%,-1,0.3,-15,?,0%,0%,-1%,-1%
Cc1ccc(C(OCC(O)CN2CCCCC2CO)c2ccccc2)cc1 (centres undefined),0%,0,0.6,-10,?,0%,-9%,-5%,-6%
CCCCN1CCCCC1(C)C(=O)NCc1ccc2c(c1)OCO2 (centres undefined),/,/,/,-2,8%,-4%,/,-2%,/
Cc1cc(C)nc(SCNC(=O)c2ccc(Cl)cc2)n1,-30%,22,-0.5,-3,26%,0%,-2%,-4%,0%
CCc1cccc(C)c1NC(=O)C1CCCN(S(=O)(=O)c2cccc3nsnc23)C1 (centres undefined),7%,/,-0.1,-2,-8%,3%,-9%,-1%,-13%
COc1ccc(N2CCN(c3oc(-c4ccccc4C)nc3S(=O)(=O)c3ccccc3)CC2)cc1,-17%,/,-1.2,6,-20%,4%,4%,-1%,5%
S=C(NCc1cccnc1)Nc1ccc(Cl)cc1,18%,16,-0.4,-4,0%,0%,-1%,-3%,1%
COc1ccc(/C=C(/NC(=O)c2ccccc2)C(=O)NCCN2CCOCC2)cc1OC,13%,2,1.7,-11,-2%,1%,-10%,-3%,-2%
COc1ccccc1NC(=O)Nc1cccnc1,-26%,9,0.5,0,10%,-1%,6%,3%,0%
COc1ccc(OCCCC(=O)N2CCCc3ccccc32)cc1,-14%,-1,-1.1,-5,6%,-10%,/,-3%,1%
CN1CCCC(OC(=O)c2ccc3c(c2)OCCO3)C1 (centres undefined),3%,-16,0.9,-2,?,2%,2%,-1%,-2%
CCCOc1cccc(C(=O)Nc2cccc(NC(=O)c3ccc(C(C)(C)C)cc3)c2)c1,4%,/,0.2,-5,?,-1%,2%,4%,-1%
O=C(c1ccncc1)c1ccc(NS(=O)(=O)c2ccc(Br)s2)cc1,3%,4,-0.1,-12,-23%,1%,6%,-4%,/
O=C(COC(=O)c1ccccc1O)Nc1cccc2ccccc12,28%,-33,-1.0,-5,-6%,-1%,-20%,-2%,3%
C=CCn1c(SCC(=O)c2c(N)n(C3CC3)c(=O)[nH]c2=O)nnc1-c1ccc(OC)cc1,10%,10,0.7,-10,-2%,-3%,2%,-2%,0%
CC(CC(=O)c1cccs1)CC(=O)c1cccs1,18%,-15,1.6,-5,19%,2%,-11%,7%,/
CC(C)c1cc(NC(=O)CSc2nnc(-c3ccccc3F)n2C)on1,-14%,-2,-0.9,4,-13%,0%,-15%,-1%,-13%
O=C(NC1CCCC1)c1cnn(-c2ccc(F)cc2F)c1C1CCNCC1,-6%,/,0.1,-2,?,-1%,6%,-3%,0%

# 2 entries picked at random from those above:
SMILES,RGS4 inh,D2 antag,D2 ag,LDHA block,ALOX12 inh,Vif-APOBEC3G blk,Vif-APOBEC3F blk,GRP78 ERSR act,ERG Ets-DNA blk
COc1ccc(NC(=O)CNC(=O)Cn2cnc3sc4c(c3c2=O)CCCC4)cc1OC,14%,8,0.0,-8,2%,0%,4%,-1%,-2%
CC1=Nc2ccc3ccccc3c2C1(C)C,16%,-7,7.0,2,8%,8%,7%,-3%,-12%

# Compounds shown so far containing an aryl thioether with sulfur outside any ring:
SMILES,RGS4 inh,D2 antag,D2 ag,LDHA block,ALOX12 inh,Vif-APOBEC3G blk,Vif-APOBEC3F blk,GRP78 ERSR act,ERG Ets-DNA blk
COc1ccc(C(=O)CSc2nnc(CNc3ccc(C)cc3C)n2Cc2ccco2)cc1,-18%,-6,-0.5,-6,-11%,1%,1%,0%,3%
COc1ccccc1C(=O)Nc1ccc2nc(SCC(=O)N3CCCc4ccccc43)sc2c1,-5%,/,/,4,-17%,-2%,6%,-4%,1%
COC(=O)c1ccccc1NC(=O)CSc1nnc2cc(C)c3cc(C)cc(C)c3n12,-3%,/,-1.6,-9,-14%,1%,3%,-2%,2%
Cc1ccccc1SC1CCN(C(=O)C2CCC(=O)N(C3CC3)C2)CC1 (centres undefined),-4%,-18,0.3,-1,4%,0%,1%,-1%,2%
Cc1cc(C)nc(SCNC(=O)c2ccc(Cl)cc2)n1,-30%,22,-0.5,-3,26%,0%,-2%,-4%,0%
C=CCn1c(SCC(=O)c2c(N)n(C3CC3)c(=O)[nH]c2=O)nnc1-c1ccc(OC)cc1,10%,10,0.7,-10,-2%,-3%,2%,-2%,0%
CC(C)c1cc(NC(=O)CSc2nnc(-c3ccccc3F)n2C)on1,-14%,-2,-0.9,4,-13%,0%,-15%,-1%,-13%

# A portion of the library, so the mix of outcomes need not match the whole.
